# influenza NS1A – H1N1 influenza NS1A inhibitors, functional cell based assay (AID 504329). NS1A functional cell-based assay, percent inhibition; higher % means a stronger effect. inhibition, % at 12.5 µM; hits with a dose series show IC50 in µM. 0.3% of 340,000 active; in the data active = a potency from the dose series; inconclusive = inhibition above about 27% without an active follow-up result; also: strong numbers were not always called active
# VEEV TC-83 Vero – inhibitors of VEEV TC-83 cytopathic effect, confirmation, Vero cells (AID 588727); Vero cells, VEEV TC-83 cytopathic effect inhibition; higher % means a stronger effect; inhibition, % at 20 µM; hits with a dose series show IC50 in µM; 0.13% of 350,000 active; in the data active = a potency from the dose series; inconclusive = inhibition mostly from about 14% at the one dose, without a potency; inactive = the rest, 99 in 100 with inhibition below about 12%; also: strong numbers were not always called active
# M. tuberculosis – growth inhibition of non-replicating M. tuberculosis (AID 488890); Mycobacterium tuberculosis non-replicating, growth inhibition; higher % means a stronger effect; inhibition, % at 25 µM; hits with a dose series show IC50 in µM; 0.39% of 320,000 active; in the data active = a potency from the dose series; inconclusive = inhibition mostly from about 82% at the one dose, without a potency; inactive = the rest, 99 in 100 with inhibition below about 76%;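 also: plate controls were DMSO cells for no effect and high antibiotic wells for full effect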
# M. tuberculosis HTS – M. tuberculosis growth inhibition, HTS (AID 449762). M. tuberculosis H37Rv growth inhibition, 7H9 media; higher % means a stronger effect. one-dose inhibition, % at 25 µM; IC50 in µM for titrated hits. 0.59% of 330,000 active; in the data active = a potency from the dose series; inconclusive = inhibition above about 70% without an active follow-up result;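 also: bacterial growth assessed after seven days of incubation; strong numbers were not always called active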
# Salmonella PhoP GFP – PhoP regulon inhibitors, Salmonella typhi PhoP promoter GFP reporter, confirmatory (AID 1850); Salmonella Typhi PhoP-promoter GFP reporter, fluorescence, 4 h; higher % means a stronger effect; inhibition, % at 50 µM; hits with a dose series show IC50 in µM; 0.33% of 310,000 active; in the data active = a potency from the dose series; inconclusive = inhibition mostly from about 25% at the one dose, without a potency; inactive = the rest, 99 in 100 with inhibition below about 19%;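 also: 0% = induced wells with vehicle and 100% = uninduced wells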
# * hit, by the source's call; i = inactive; ? = inconclusive; · = not tested or not shown.
SMILES,influenza NS1A,VEEV TC-83 Vero,M. tuberculosis,M. tuberculosis HTS,Salmonella PhoP GFP
CN(C)c1ccc(CNC(=O)CCNS(=O)(=O)c2cc(Br)cnc2N)cc1,3%,2.0%,11%,8%,-1%
COc1cccc(-c2csc(N3CCN(CC(=O)NNC(=O)c4ccco4)CC3)n2)c1,-3%,3.0%,1%,0%,7%
COc1ccccc1/C=C/c1onc(C)c1S(=O)(=O)N1CCC(C(=O)NC(C)C)CC1,2%,0.2%,8%,4%,-1%
CC1=C(C(N)=O)S(=O)(=O)c2ccccc21,-5%,1.5%,0%,7%,8%
COc1cccc(CN(c2ccccc2C(=O)O)S(=O)(=O)c2ccc(C)cc2)c1,-18%,0.7%,·,·,·
CC(C)Cn1cc(C(=O)N2CCC3(CC2)OCCO3)c2c3ccccc3n(C)c2c1=O,2%,i,21%,4%,2%
CN(C(=O)c1ccc(NC(=O)c2ccco2)cc1)c1ccccc1,-7%,0.3%,-14%,-6%,-7%
Cc1ccc(NC(=O)CN(C)C(=O)COC(=O)COc2ccc(C#N)cc2)cc1,-1%,0.7%,-3%,-6%,-4%
COC(=O)C1=C(C)OC(N)=C(C#N)C1c1c(C)nn(C)c1C (centres undefined),-8%,0.7%,4%,0%,-3%
Cc1ccc(NC(=O)CSc2nnc(NC(=O)c3ccco3)s2)cc1,-9%,0.7%,18%,2%,-16%
COc1ccc(CCC(C)Nc2cccc(C)c2)cc1 (centres undefined),-44%,i,·,·,-8%
COc1ccc(S(=O)(=O)N2CCOCC2)cc1NS(=O)(=O)c1ccc(F)c(F)c1,-6%,0.2%,24%,5%,·
CC(C)OC(=O)C(NC(=O)c1ccccc1)=C1CCCCC1,-7%,3.7%,5%,2%,6%
CCOC(=O)C1CCCN(C(=O)c2cc3ncc(Br)cn3n2)C1 (centres undefined),3%,0.6%,-5%,-4%,5%
CCCC1(C(=O)OCC)NC(c2ccc(N(C)C)cc2)C2C(=O)N(c3ccc(F)cc3)C(=O)C21 (centres undefined),14%,1.4%,15%,12%,3%
CCN(CC)C(=O)Oc1ccc(NC(=O)N2CCOCC2)cc1,-2%,0.2%,-8%,-2%,-2%
CN(C)NC(=O)c1csnc1-c1c(Cl)cccc1Cl,-15%,i,-7%,4%,0%
CC1(C)CC(=O)C2=C(C1)Nc1ccccc1NC2c1ccccn1 (centres undefined),0%,i,11%,2%,-7%
Cn1c(O)c(C(=N)COc2cccc(Cl)c2)c(=O)n(C)c1=O,-29%,i,8%,-11%,9%
O=C(Cc1cccs1)Nc1cccc(-c2ccc3nncn3n2)c1,-2%,7.6%,3%,-3%,7%
C=CCn1c(SCC(=O)NC2CC2)nc2sc(CC)cc2c1=O,-17%,2.8%,3%,3%,9%
O=C(NCCc1nnc2ccc(N3CCCCCC3)nn12)c1ccccc1F,-8%,5.9%,-8%,-2%,-4%
CN(Cc1ccno1)C(=O)CC1C(=O)NCCN1CC(c1ccccc1)c1ccccc1 (centres undefined),-6%,2.2%,-2%,1%,5%
Cc1ccc(NC2CCCN(C(=O)c3cccc(-c4ncc[nH]4)c3)C2)cc1C (centres undefined),3%,i,7%,5%,3%
CN(C)c1ccc(/C=N\Nc2ccccn2)cc1,5%,0.8%,-15%,-3%,-4%
O=C(c1cc2cc(F)ccc2[nH]1)N1CCC(Cc2ccccc2)CC1,-8%,i,58%,34%,-13%
COc1ccc(C(CCNC(C)c2ccccc2)c2ccc(F)cc2)cc1 (centres undefined),7%,i,?,66%,-3%
CCCN(CC(=O)NC(=O)NC1CCCCC1)CC(=O)Nc1cc(Cl)ccc1Cl,-7%,2.4%,39%,-1%,·
Cc1ccc(C(=O)NCC(=O)NC2CCC(C)CC2)s1 (centres undefined),-15%,1.9%,-1%,-7%,·
COCCn1c(SCC(=O)c2cc(C)n(C)c2C)nc2ccccc2c1=O,1%,11%,16%,7%,6%
COc1ccc(/C=C2\SC(=S)N(CCC(=O)N3CCOCC3)C2=O)cc1,7%,9.8%,46%,-15%,-2%
COc1ccc(CNC(=O)COC(=O)c2ccc(C(=O)c3ccccc3)cc2)cc1,3%,12%,53%,67%,·
Cc1ccc(S(=O)(=O)NC(=O)c2ccccc2)cc1C(C)C,-2%,0.8%,6%,-4%,2%
COc1ccc(CN(Cc2ccc(C(=O)O)cc2)C(=S)Nc2ccccc2F)cc1OC,0%,1.9%,-8%,6%,6%
CCOC(=O)c1c(C)[nH]c(C)c1C(=O)COC(=O)[C@@H](NC(=O)c1ccco1)C(C)C,-3%,i,37%,7%,·
CC(=O)N1CCc2cc(NS(=O)(=O)c3cccs3)ccc21,-9%,1.8%,7%,2%,-9%
O=C(COc1cccnc1[N+](=O)[O-])N1CCN(S(=O)(=O)c2ccc3ccccc3c2)CC1,2%,1.5%,23%,6%,-2%
O=C(Nc1cccs1)Nc1ccc(Br)cc1F,0%,0.5%,24%,3%,15%
CCCCCn1c(=O)c(C(=O)NC(C)c2ccccc2)c(O)c2ccccc21 (centres undefined),-3%,2.3%,-2%,5%,-9%
CN(Cc1ccc(-n2cccn2)cc1)C(=O)c1cnn2c1NC(c1ccco1)CC2C(F)(F)F (centres undefined),27%,5.2%,·,·,·
Nc1[nH][nH]c(=O)c1N=Nc1cccc(Cl)c1,-1%,2.2%,8%,14%,3%
CCOC(=O)C1CCN(Cc2cccc(Oc3ccccc3)c2)CC1,3%,2.9%,?,-13%,-8%
CCCc1nc2oc3ccccc3c(=O)c2c(=O)n1CCCOC,9%,0.3%,5%,-1%,-12%
CSc1cccc(NC(C)=O)c1,0%,0.4%,-16%,-6%,0%
COc1ccc2cc(C(=O)NCc3ccco3)c(=O)oc2c1,5%,0.9%,57%,13%,0%
Cc1csc(NC(=O)c2ccco2)n1,6%,4.3%,-9%,-10%,-8%
CCC(=O)Nc1c2c(nn1-c1ccccc1)CSC2,4%,i,-1%,2%,5%
Cc1nn(C)c(C)c1CNC(=O)/C=C/c1ccccc1F,-8%,0.9%,-7%,-1%,-4%
O=[N+]([O-])c1cc([N+](=O)[O-])c(Oc2cc(Cl)cc(Cl)c2)cc1NN1CCCCC1,13%,0.4%,-10%,-5%,10%
COc1cccc(OCC(O)CN2CCC(Cc3ccccc3)CC2)c1 (centres undefined),4%,0.1%,22%,-8%,-2%
COc1cccc(OC)c1C(=O)OCc1c(-c2ccccc2)ncc2ccccc12,1%,?,7%,1%,·
COc1cccc(OC)c1C(=O)Nc1ccnn1C,-22%,0.5%,-11%,1%,4%
COc1ccc(-n2nc(C(=O)N3CCCCC3)c3ccccc3c2=O)cc1,-5%,1.5%,3%,-5%,9%
CCOc1ccc(NC(=O)Cn2sc3nc(C)cc(C)c3c2=O)cc1,14%,25%,5.5µM*,-1%,5%
Nc1nc2c(ccc3ccccc32)s1,4%,i,74%,?,10%
COc1ccc(-c2noc(CCCOc3ccc(Cl)cc3Cl)n2)cc1,9%,1.5%,40%,-5%,6%
Cc1[nH]n(-c2ccccc2)c(=O)c1/C=N/NC(=O)C(C)C,7%,1.9%,46%,30%,6%
COc1ccc(OC)c(NC(=O)c2cnc(Nc3ccccc3OC)c3ccccc23)c1,1%,8.8%,-14%,12%,-23%
CC(C)c1ccc(C2C(C(=O)c3ccco3)=C(O)C(=O)N2CC2CCCO2)cc1 (centres undefined),-4%,i,29%,-10%,7%
O=C1NC2c3ccccc3CC2O1 (centres undefined),-6%,0.0%,3%,51%,-3%

# 12 compounds already listed, ordered by length of the SMILES, descending:
SMILES,influenza NS1A,VEEV TC-83 Vero,M. tuberculosis,M. tuberculosis HTS,Salmonella PhoP GFP
CN(Cc1ccc(-n2cccn2)cc1)C(=O)c1cnn2c1NC(c1ccco1)CC2C(F)(F)F (centres undefined),27%,5.2%,·,·,·
COc1cccc(-c2csc(N3CCN(CC(=O)NNC(=O)c4ccco4)CC3)n2)c1,-3%,3.0%,1%,0%,7%
CN(Cc1ccno1)C(=O)CC1C(=O)NCCN1CC(c1ccccc1)c1ccccc1 (centres undefined),-6%,2.2%,-2%,1%,5%
Cc1ccc(NC2CCCN(C(=O)c3cccc(-c4ncc[nH]4)c3)C2)cc1C (centres undefined),3%,i,7%,5%,3%
CN(C)c1ccc(CNC(=O)CCNS(=O)(=O)c2cc(Br)cnc2N)cc1,3%,2.0%,11%,8%,-1%
COc1ccc(-n2nc(C(=O)N3CCCCC3)c3ccccc3c2=O)cc1,-5%,1.5%,3%,-5%,9%
O=C(NCCc1nnc2ccc(N3CCCCCC3)nn12)c1ccccc1F,-8%,5.9%,-8%,-2%,-4%
CCOC(=O)C1CCCN(C(=O)c2cc3ncc(Br)cn3n2)C1 (centres undefined),3%,0.6%,-5%,-4%,5%
Cc1ccc(S(=O)(=O)NC(=O)c2ccccc2)cc1C(C)C,-2%,0.8%,6%,-4%,2%
Cc1nn(C)c(C)c1CNC(=O)/C=C/c1ccccc1F,-8%,0.9%,-7%,-1%,-4%
COc1cccc(OC)c1C(=O)Nc1ccnn1C,-22%,0.5%,-11%,1%,4%
CSc1cccc(NC(C)=O)c1,0%,0.4%,-16%,-6%,0%

# Continuation:
SMILES,influenza NS1A,VEEV TC-83 Vero,M. tuberculosis,M. tuberculosis HTS,Salmonella PhoP GFP
CC(C)CC(=O)Nc1ccc2oc(-c3ccncc3)nc2c1,-22%,1.6%,0%,-3%,2%
Cc1noc(C)c1CCC(=O)N1CCCC(CCC(=O)NCc2ccccc2F)C1 (centres undefined),·,·,4%,8%,5%
CN(C(=O)CSC1=NC2C(N=N1)c1cc(Br)ccc1N2C)C1CCCCC1 (centres undefined),-1%,0.3%,-7%,5%,8%
CC(C)(C)c1ccc(NC(=O)N2CCCN(c3c(Cl)cncc3Cl)CC2)cc1,1%,1.5%,1%,8%,-14%
N/C(=N\OC(=O)c1ccc(Cl)c(Cl)c1)c1ccccn1,10%,5.8%,62%,?,4%
CS(=O)(=O)N(Cc1ccccc1)c1ccc(C(=O)NCc2ccccc2)cc1,7%,0.1%,2%,-5%,-6%
CCOC(=O)CSc1ncc(OC)c(=O)[nH]1,12%,1.1%,-6%,5%,-4%
COCCCNC(=O)Cn1ccc(NC(=O)OCc2ccccc2)nc1=O,0%,0.6%,0%,5%,·
CN(C)CCCN(C(=O)c1cc2ccccc2oc1=O)c1nc2c(F)cccc2s1,0%,0.1%,5%,4%,-7%
COc1cc(Cl)cc(C=O)c1OCC(=O)O,0%,0.3%,8%,0%,-11%
COc1ccccc1C(=O)NCCC(=O)OCC(=O)Nc1ccc(S(N)(=O)=O)cc1,-1%,1.3%,-5%,-5%,·
O=C(O)C1C2CCC(O2)C1C(=O)Nc1ccc(Cl)cc1F (centres undefined),-8%,1.2%,-15%,-3%,5%
COCCCNC(=O)c1ccc(N(C)S(C)(=O)=O)cc1,-12%,i,-8%,-2%,1%
Cc1ccc(C=NNC(=O)c2cc(-c3cccnc3)nc3ccccc23)o1,7%,11%,0%,-6%,·
COc1cc(CNCCO)cc(Cl)c1OCc1ccccc1Cl,-2%,0.7%,?,2%,-4%
Cn1cnnc1SC(C(=O)Nc1cccc(C(F)(F)F)c1)c1ccccc1 (centres undefined),-11%,3.5%,-15%,-7%,-3%
Cc1ccc(S(=O)(=O)N2CCCN(C(=O)OC(C)(C)C)CC2)cc1,-15%,i,-7%,14%,8%
N#Cc1cc2c([nH]c1=S)CCCCCC2,2%,1.9%,18%,1%,-8%
Cn1c2ccccc2c2n[nH]c(=O)nc21,3%,0.7%,-4%,-4%,-3%
CCS(=O)(=O)c1ccc(C(=O)NC)c(Cl)c1Cl,-7%,i,-2%,-5%,2%

# Looked up above:
# O=C(NCCc1nnc2ccc(N3CCCCCC3)nn12)c1ccccc1F in Salmonella PhoP GFP has -4%
# Nc1nc2c(ccc3ccccc32)s1 in M. tuberculosis has 74%

# Additional structures:
SMILES,influenza NS1A,VEEV TC-83 Vero,M. tuberculosis,M. tuberculosis HTS,Salmonella PhoP GFP
CCO/C(C)=C1\C(=O)Nc2ccccc21,-4%,0.4%,-6%,0%,5%
COc1ccc(NC(=O)Cn2nnc(C(=O)NCc3ccco3)c2N)cc1,4%,2.6%,-3%,0%,9%
CN1CCC(=NNc2ncnc3sc4c(c23)CCCC4)CC1,17%,i,23%,?,-6%
CCOc1ccc(NC(=O)CCNC(=O)c2ccc(Br)cc2)cc1,2%,4.1%,i,?,-1%
CCn1c(SCC(=O)Nc2nc(-c3ccc(C)cc3)cs2)nnc1-c1ccccc1O,-7%,5.0%,21%,10%,-6%
COCCN(C(=O)c1ccccc1F)c1nc(-c2ccc(OC)cc2)cs1,-6%,5.2%,8%,-2%,-3%
CC(=O)Nc1ccc(NC(=O)COC(=O)C2(c3ccc(Cl)cc3)CCCC2)cc1,-8%,0.6%,21%,4%,-5%
S=C(Nc1ccccc1)Nc1ccc(OCc2ccc(Cl)cc2Cl)cc1,6%,1.5%,76%,?,-3%
CO/N=C\c1cc(C(=O)c2ccc(Cl)cc2Cl)cn1C,·,0.5%,3%,3%,-3%

# Source: PubChem BioAssay (Southern Research Specialized Biocontainment Screening Center)
